zfTRPN1 agonist: activates the zebrafish TRPN1 channel. HEK293 zebrafish TRPN1-YFP, Fluo-8 calcium fluorescence; 100% = response to 87 µM carbachol. activation, % at 3 µM. 220,000 tested, 0.18% active;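 active = activation above its plate's cutoff, the mean activation of test wells on that plate plus 3 SD, cut at about 19% in these data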;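 note: 0% = DMSO alone and 100% = 87 µM carbachol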
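Control set: carbachol 87 µM as high control, DMSO as low control; system: HEK293 stable line with zebrafish TRPN1-YFP; read-out: % activation versus carbachol response; detection: intracellular calcium fluorescence with Fluo-8; doses: single test compound dose, 3 µM nominal, 0.3% DMSO; schedule: dye 1 h 37 °C plus 30 min RT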
EP2 modulator: modulates human prostaglandin E2 receptor EP2 signaling | 260,000 tested, 0.83% active | AID 940 | EP2-expressing cells, cAMP HTRF FRET, PGE2 co-stimulation | induction, % at 25 µM;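 active = compounds whose cAMP rise, as percent of the full-agonist control response, exceeds 60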;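 note: rat C6 glioma line stably carrying human EP2 under a CMV promoter; the protocol text gives 20 µM as final concentration; 100% = response of wells given 1 µM PGE2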
Target sequence (P43116 whole entry, looked up): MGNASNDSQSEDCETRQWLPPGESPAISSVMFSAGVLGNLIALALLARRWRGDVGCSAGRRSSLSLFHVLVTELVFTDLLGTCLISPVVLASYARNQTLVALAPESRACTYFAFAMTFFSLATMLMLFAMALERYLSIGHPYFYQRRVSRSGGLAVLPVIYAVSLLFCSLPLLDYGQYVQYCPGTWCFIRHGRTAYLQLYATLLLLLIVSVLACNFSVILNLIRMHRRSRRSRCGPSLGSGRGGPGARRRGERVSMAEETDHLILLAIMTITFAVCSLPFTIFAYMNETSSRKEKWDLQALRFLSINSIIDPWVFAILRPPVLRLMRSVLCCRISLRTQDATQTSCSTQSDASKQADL
S1P4 antag: antagonists of human S1P4 receptor; inhibition, % at 4.98 µM; AID 1510; S1P4-expressing cells, antagonist mode, reporter read-out; 220,000 tested, 0.26% active; O95977; in the data active = inhibition above about 29%;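 note: 0% = wells stimulated with agonist and 100% = vehicle wells without agonist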
S1P4 ag: agonists of human S1P4 receptor; activation, % at 4.98 µM; S1P4-expressing cell line, agonist reporter assay; O95977; 220,000 tested, 0.35% active; in the data active = activation above about 11%;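 note: 0% = DMSO vehicle and 100% = reference agonist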
CHOP inh: inhibitors of CHOP induction in ER stress response; CHO-K1 CHOP-promoter luciferase, tunicamycin-induced, 15-18 h; inhibition, % at 10 µM; 220,000 tested, 3.8% active;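 active = compounds that reduced the stress-induced luciferase reporter signal by more than about 70% of percent inhibition, limit read from the data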;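 note: 0% = tunicamycin plus vehicle and 100% = wells without tunicamycin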
TRPML3 agonist: activates the human TRPML3 channel | Q8TDD5 | HEK293 TRPML3-YFP, Fluo-8 calcium fluorescence; 100% = the carbachol control signal | activation, % at 3 µM | 220,000 tested, 0.29% active;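 active = activation above its plate's cutoff, the mean activation of the plate's test wells plus 3 SD, cut at about 12% in these data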;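 note: 0% = DMSO only wells and 100% = carbachol wells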
Target sequence (Q8TDD5 whole entry, looked up): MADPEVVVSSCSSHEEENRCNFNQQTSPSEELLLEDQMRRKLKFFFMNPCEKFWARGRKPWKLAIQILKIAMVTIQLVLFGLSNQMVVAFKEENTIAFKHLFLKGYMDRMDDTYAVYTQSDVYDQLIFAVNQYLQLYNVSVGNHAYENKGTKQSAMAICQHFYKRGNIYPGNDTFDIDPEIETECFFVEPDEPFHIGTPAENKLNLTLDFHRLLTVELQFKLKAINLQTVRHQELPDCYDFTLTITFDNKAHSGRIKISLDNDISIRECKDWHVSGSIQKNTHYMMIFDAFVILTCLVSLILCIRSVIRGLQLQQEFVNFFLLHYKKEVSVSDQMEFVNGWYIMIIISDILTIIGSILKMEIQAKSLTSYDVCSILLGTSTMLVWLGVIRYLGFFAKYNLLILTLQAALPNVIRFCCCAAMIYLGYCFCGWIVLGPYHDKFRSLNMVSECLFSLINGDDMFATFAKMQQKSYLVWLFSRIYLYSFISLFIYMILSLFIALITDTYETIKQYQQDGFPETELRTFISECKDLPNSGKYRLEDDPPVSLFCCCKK
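Test system: TRPML3-YFP stable HEK293 cells. Doses: single point at 3 µM. Incubation: dye loading 1 h 37 °C then 30 min ambient, 125 s read. Signal: Fluo-8 calcium dye fluorescence, ex 470-495, em 515-575 nm. Measure: percent activation from peak-to-basal fluorescence ratio, scaled between DMSO and carbachol.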
NPY2 pot ag: potentiators or agonists of human neuropeptide Y receptor Y2 | 220,000 tested, 0.45% active | activation, % at 3.6 µM | AID 1359 | cells expressing NPY-Y2, potentiator/agonist read-out | P49146; in the data active = activation above about 27%;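 note: cells stimulated with NPY near EC25 plus isoproterenol at EC100; 0% = vehicle plus submaximal agonist and 100% = vehicle plus saturating agonist; some results beyond the cut were filed as inactive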
NPY-Y1 PAM-ag: potentiates or activates human NPY-Y1 receptor; NPY-Y1 expressing cells, potentiator/agonist activation; activation, % at 3.6 µM; 220,000 tested, 0.37% active; in the data active = activation above about 33%, passing the limit was not always enough;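 note: cells stimulated with NPY at EC10 then isoproterenol at EC100; 0% = low agonist plus stimulus and 100% = saturating agonist plus stimulus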
NPY-Y1 antag: blocks the human neuropeptide Y Y1 receptor; P25929; HEK293-CNG Y1 cells, membrane potential fluorescence; NPY at EC95, then isoproterenol; inhibition, % at 3.6 µM; 200,000 tested, 1% active; AID 1040;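 active = inhibition above the campaign mean inhibition of all tested compounds plus 3 SD, cut at about 20% in these data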;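 note: 0% = DMSO wells given NPY plus isoproterenol and 100% = isoproterenol alone without NPY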
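Test system: HEK293 cells co-expressing NPY Y1 receptor and cyclic-nucleotide gated channel; Also added: NPY (25 nM), isoproterenol (1 µM), Ro 20-1724 (25 µM); Compound dosing: one concentration, 3.6 µM, in 0.4% DMSO; Timing: dye 3 h, compound 60 min room temperature, stimulation 45 min; Technique: Membrane-potential fluorescent dye readout.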
* marks the source's active call; other numbers are inactive results; . = no result given; & = joins results of further samples.

SMILES	zfTRPN1 agonist	EP2 modulator	S1P4 antag	S1P4 ag	CHOP inh	TRPML3 agonist	NPY2 pot ag	NPY-Y1 PAM-ag	NPY-Y1 antag
CCOC(=O)C1=C(CSc2n[nH]c(N)n2)NC(=O)NC1C (stereo not drawn)	0.3	16	-14	0.2	-2	0.9	14	9	-3
CCOc1ccc(OCC)c(NC(=O)CNS(=O)(=O)c2cccs2)c1	-1.1	21	-16	3.5	36	0.0	15	-12	-6
N/C(=N\OC(=O)Cc1ccccc1)c1ccc(Br)cc1	-0.6	5	-13	-1.0	-16	0.4	-6	-1	6
CCc1nnc(NC(=O)C2Cc3ccccc3CN2S(=O)(=O)c2c(C)c(C)cc(C)c2C)s1 (stereo not drawn)	-1.0	37	5	3.2	46	-0.2	-16	-2	0
CCc1cc2cc(C)ccc2nc1SCC(=O)N1CCN(C(=O)c2ccco2)CC1	0.5	-40	-6	-1.0	15	-0.8	21	25	5
O=C(C1=C(O)C(=O)N(CCc2ccccc2)C1c1cccs1)c1ccco1 (stereo not drawn)	-0.1	22	-15	0.2	-4	0.6	-25	-32	6
COc1ccc(S(=O)(=O)N2CCN(C(=O)NC3CCCCC3)CC2)cc1	-0.1	-3	-18	0.2	16	0.1	2	2	-1
CCCC1(C(=O)OCC)NC(c2ccc(N(C)C)cc2)C2C(=O)N(c3ccc(OCC)cc3)C(=O)C21 (stereo not drawn)	0.4	-10	-11	-0.7	9	-0.3	3	-24	2
CCCN(Cc1nc(-c2ccc(Cl)cc2)no1)CC1CCCO1 (stereo not drawn)	0.9	2	-1	-1.1	39	-0.3	-3	-2	4
CC1=CC(C)(C)Nc2ccc(C)cc21	-0.1	2	-22	-0.1	15	0.5	-1	7	0
Cc1nc2sc3c(c2c2nnc(SCC(=O)NCc4ccco4)n12)CCCC3	-1.4	32	-17	2.5	23	0.1	5	-11	1
NC(=O)c1ccsc1NC(=O)COc1ccccc1	1.1	-3	-13	-0.2	15	-0.1	-20	-8	-4
CCCCn1c(-c2ccco2)nc2ccccc2c1=O	-0.8	33	-18	0.2	1	-0.8	-5	-16	2
C/C(=N\NC(=O)COc1ccc(C(C)(C)C)cc1)c1ccccc1	0.7	-25	-4	0.9	81*	0.1	-10	10	6
COCCNC(=O)c1nn2cccnc2c1Cl	-1.5	22	-14	1.1	32	0.5	-3	5	9
CC(NC(=O)Nc1ccccc1F)C(C)(C)C (stereo not drawn)	0.0	2	-11	1.7	1	0.9	-2	0	6
Cc1cc([N+](=O)[O-])ccc1N(C)C	0.6	35	-17	3.0	13	0.8	-11	-13	3
COc1ccc(C(=O)/C=C/Nc2cc(C)on2)c(OC)c1	0.4	-9	8	-2.7	-6	0.5	-5	16	2
CC(=O)c1sc(NC(=O)c2ccccc2C)nc1C	0.3	13	-3	0.6	-1	0.5	-9	15	-5
Cc1c(Cl)c([N+](=O)[O-])nn1CCCC(=O)Nc1c(Cl)cccc1Cl	0.2	26	1	0.2	18	0.7	-13	4	2
CC(C)NC(=O)CSc1nnc(-c2ccc(F)cc2)c2ccccc12	-2.6	16	-4	-0.3	36	-0.7	0	-3	0
O=C(CSc1nnc(Nc2ccccc2)s1)Nc1cccc(S(=O)(=O)N2CCCCC2)c1	-0.4	30	-5	0.5	5	-0.1	9	14	-3
COc1cc(/C=C/C(=O)Nc2ccncc2)cc(OC)c1OC	2.4	-17	-26	3.8	3	0.7	-4	-20	1
COc1ccccc1-n1nc(C(=O)Nc2ccc3c(c2)OCO3)c2ccccc2c1=O	0.5	3	-17	-0.1	-4	0.7	7	-1	4

As entered above.
NPY-Y1 PAM-ag result of COCCNC(=O)c1nn2cccnc2c1Cl stands at 5
S1P4 ag result of C/C(=N\NC(=O)COc1ccc(C(C)(C)C)cc1)c1ccccc1 stands at 0.9
S1P4 ag result of COc1ccccc1-n1nc(C(=O)Nc2ccc3c(c2)OCO3)c2ccccc2c1=O stands at -0.1
NPY-Y1 PAM-ag result of CC(=O)c1sc(NC(=O)c2ccccc2C)nc1C stands at 15
S1P4 ag result of CCCCn1c(-c2ccco2)nc2ccccc2c1=O stands at 0.2
zfTRPN1 agonist result of CC(C)NC(=O)CSc1nnc(-c2ccc(F)cc2)c2ccccc12 stands at -2.6
TRPML3 agonist result of Cc1cc([N+](=O)[O-])ccc1N(C)C stands at 0.8

(more compounds)
SMILES	zfTRPN1 agonist	EP2 modulator	S1P4 antag	S1P4 ag	CHOP inh	TRPML3 agonist	NPY2 pot ag	NPY-Y1 PAM-ag	NPY-Y1 antag
Cn1c(CSc2nc3ccccc3s2)n[nH]c1=S	0.2	2	1	0.3	20	-0.8	-21	-31	12
Cc1nnc(NC(=O)c2ccc3c(c2)C(=O)N(CCC(C)C)C3=O)s1	2.2	7	-4	2.8	21	0.7	-12	-20	-2
CCOC(=O)Nc1ccc(C)cc1Br	0.7	7	-17	1.1	1	-0.1	7	17	4
CN(Cc1ccon1)C(=O)CCc1nnc(CCCCc2ccccc2)o1	-0.4	-7	-6	2.3	6	0.3	6	-19	0
COc1ccc(N=C(C)C2=C(O)CSC2=O)cc1	0.0	28	-10	0.8	13	1.2	6	4	-2
Cc1cccc(C)c1OCC(=O)Nc1cccc(-c2nnc(-c3ccccc3)o2)c1	0.5	-3	-2	0.2	21	0.7	-8	-7	1
Cc1ccc(NC(=O)COc2ccc(-n3cnnn3)cc2)cc1C	-0.1	37	-7	0.1	-15	0.1	3	-2	-1
C=CCOC(=O)C1=C[C@H](C2CC2)[C@@H](CCCO)[C@H](OCC)O1	0.9	31	11	-0.1	14	0.4	-17	6	-4
CC1(C)Cc2c(sc(NC(=O)C3CC(Cl)=CCC3C(=O)O)c2C#N)CO1 (stereo not drawn)	0.7	21	-6	1.0	-6	1.1	-7	-3	9
C[C@]12CC[C@@H]3c4ccc(O)cc4CC[C@H]3[C@@H]1CCC2=O	-0.6	-52&-38	-3	-0.1	18&0	-0.3	1	0	2
Cc1ccc(-c2cc(C)nc3ncnn23)cc1	1.2	-12	-27	-0.5	30	-0.7	-10	-2	4
S=c1[nH]nc(Cc2ccc(Br)cc2)n1/N=C/c1ccc(Cl)cc1	-2.5	51	11	-1.4	-12	-0.4	-21	-24	0

In a second layout: results already given
Every second line gives: zfTRPN1 agonist, EP2 modulator, S1P4 antag, S1P4 ag, CHOP inh, TRPML3 agonist, NPY2 pot ag, NPY-Y1 PAM-ag, NPY-Y1 antag
> CCOC(=O)Nc1ccc(C)cc1Br
    0.7, 7, -17, 1.1, 1, -0.1, 7, 17, 4
> CN(Cc1ccon1)C(=O)CCc1nnc(CCCCc2ccccc2)o1
    -0.4, -7, -6, 2.3, 6, 0.3, 6, -19, 0
> COc1ccc(N=C(C)C2=C(O)CSC2=O)cc1
    0.0, 28, -10, 0.8, 13, 1.2, 6, 4, -2
> Cc1cccc(C)c1OCC(=O)Nc1cccc(-c2nnc(-c3ccccc3)o2)c1
    0.5, -3, -2, 0.2, 21, 0.7, -8, -7, 1
> Cc1ccc(NC(=O)COc2ccc(-n3cnnn3)cc2)cc1C
    -0.1, 37, -7, 0.1, -15, 0.1, 3, -2, -1

More records.
SMILES	zfTRPN1 agonist	EP2 modulator	S1P4 antag	S1P4 ag	CHOP inh	TRPML3 agonist	NPY2 pot ag	NPY-Y1 PAM-ag	NPY-Y1 antag
O=C(/C=C/c1ccc(Cl)cc1Cl)Nc1ccncc1	1.9	-23	-9	1.0	46	0.0	-8	7	-4
Cc1ccc(C2=NN(C(=O)c3cccs3)C(c3ccccc3O)C2)cc1 (stereo not drawn)	1.8	46	-9	-1.6	103*	0.6	-5	-5	4
O=C(COc1ccc(S(=O)(=O)NC2CCCCC2)cc1)NC1CCCCC1	1.8	9	-30	0.3	36	-0.9	-6	-8	0
C=CCNc1nnc(Sc2ncccc2[N+](=O)[O-])s1	-0.2	-19	0	0.6	-29	0.6	1	-5	0
COCCOC(=O)C1=C(C)NC(=O)NC1c1ccco1 (stereo not drawn)	0.8	18	1	-0.1	16	1.1	-8	-5	.
Cc1nc2ccc(-c3nc4ccccc4[nH]3)cc2[nH]1	0.3	-42	3	0.9	-33	0.1	-2	2	-3
Cc1cccc(-n2cnc(C(=O)N/N=C/c3ccccc3)c2)n1	-0.6	-24	-5	0.2	-17	0.5	1	18	2
COc1cc(/C=C/C(=O)NCc2nc3ccccc3[nH]2)cc(OC)c1OC	0.0	-49	6	0.0	-5	0.6	-3	0	.
CCOC(=O)c1ccc(NC(=O)c2nn(CC)cc2Br)cc1	-1.9	-20	-3	-0.3	-11	-0.7	1	-14	10
Cc1noc(C)c1COC(=O)c1ccc(F)c(S(=O)(=O)N2CCCCC2)c1	4.3	-16	11	1.8	27	3.4	-10	-3	1
CC1=C(C(=O)N(C)C)C(c2cccs2)NC(=O)N1 (stereo not drawn)	-0.1	10	-8	2.4	-13	0.6	-7	-9	-2
COc1cc(NC(=O)COC(=O)/C=C/c2c(C)nn(-c3ccc(F)cc3)c2Cl)cc(OC)c1	0.2	-17	-17	1.4	36	0.8	-9	8	6
COC(=O)c1cc(NC(=O)CN(c2ccc(OC)cc2)S(=O)(=O)c2ccc(F)cc2)ccc1Cl	-0.4	-13	-17	-1.3	22	-0.5	14	-2	5
O=C(CSc1ncccn1)NC(=O)NCc1ccco1	-1.3	20	-17	1.4	-18	0.7	9	10	-2
CCOC(=O)c1sc(NC(=O)c2ccc3ncsc3c2)nc1C	0.1	-9	-6	7.5	1	0.5	5	7	-4
CCCCc1cc(=O)oc2cc(OCC(=O)N(CC)CC)c(Cl)cc12	0.9	38	-12	1.1	26	0.2	-10	-22	9
CN(O)C(=O)Nc1ccc([N+](=O)[O-])cc1	0.5	-52	-5	0.1	-3	1.1	7	17	-6
COc1cc(/C=C(/C(=O)c2cccs2)c2nc3ccccc3[nH]2)ccc1O	0.6	15	18	1.8	-49	0.4	-13	-13	4
Cc1cc(=O)n2c(n1)SCOC2	0.3	34	14	0.8	-1	-0.6	-12	16	.
Cc1ccc2nc(C3CCCN3Cc3nc(CCC(C)C)no3)[nH]c2c1 (stereo not drawn)	-1.7	-39	-13	-0.2	-6	-0.4	-3	-6	-2
Cc1ccc(CSC2=Nc3ccccc3C3=NC(=O)CN23)cc1	-0.3	44	-7	0.3	24	0.9	-6	9	11
Cc1nn(CC(=O)O)c2ccccc12	1.0	8	5	-0.3	-7	1.2	13	-2	-2
FC(F)(F)C(Oc1nc(Nc2ccc(Cl)cc2)nc(N2CCOCC2)n1)C(F)(F)F	0.3	12	2	1.9	35	1.1	1	-1	-3
Cc1onc(-c2c(Cl)cccc2Cl)c1C(=O)ONC(=O)c1cc(C(F)(F)F)cc(C(F)(F)F)c1	0.8	-30	-15	-1.7	6	-0.5	12	13	.
Cc1cccc(-n2c(C)cc(/C=C3\C(=N)N4N=C(CC(C)C)SC4=NC3=O)c2C)c1	0.7	-39	-19	0.2	51	0.8	-4	-16	1

Screening results: PubChem, several laboratories
